Screening data (PubChem)
SRC3 TRFRET art – TR-FRET artefact, counter-screen to PPARgamma/SRC-3 agonist assay; PPARgamma/SRC-3 format; stronger effect = higher value; TR-FRET ratio at 8 µM; 0.39% of 99,000 active; in the data active means TR-FRET ratio above about 2000; further: inactives centre near 1600; reference of the scale not given here
SRC1 TRFRET art – TR-FRET artefact, counter-screen to PPARgamma/SRC-1 agonist assay; 0.34% of 99,000 active; TR-FRET ratio at 8 µM; TR-FRET detection artefact counter-screen, emission ratio; stronger effect = higher value; AID 1051; in the data active means TR-FRET ratio above about 2300; further: inactives centre near 1800; reference of the scale not given here
* marks the source's active call; other numbers are inactive results. An excerpt; rates above refer to the full screens.

compound | SRC3 TRFRET art | SRC1 TRFRET art
O=[N+]([O-])c1ccc(/C=N/Nc2ccc3ccccc3c2)o1 | 1729 | 2065
O=C(CSc1nnc(-c2cccc(F)c2)o1)Nc1nncs1 | 1476 | 1665
Cc1cccc(COCC(Cc2ccccc2)N2CCN(C(=O)c3ccc(Cl)c(Cl)c3)CCC2=O)c1 (stereo unspecified) | 1618 | 1830
CC(=N)C1=C(O)CC(C)(C)CC1=O | 1603 | 1688
CCOC(=O)N1CCC(N(CCN(C)C)C(=S)Nc2ccccc2OCC)CC1 | 1476 | 1618
O=C1C2N=NN(CC(=O)N3N=C(c4ccccc4)CC3c3ccc([N+](=O)[O-])cc3)C2C(=O)N1c1ccccc1 (stereo unspecified) | 1448 | 1714
COc1ccccc1N1CCN(CC(=O)Nc2c(C)n(C)n(-c3ccccc3)c2=O)CC1 | 1529 | 1867
Cc1onc(-c2c(F)cccc2Cl)c1C(=O)NNC(=O)C1CCN(Cc2ccccc2)CC1 | 1664 | 2125
O=C(O)C1Cc2ccccc2CN1C(=O)CCl (stereo unspecified) | 1575 | 2082
O=C(Nc1ccc(Cl)cc1)Nc1cc(S(=O)(=O)N2CCOCC2)ccc1N1CCCC1 | 1584 | 1618
CC[C@H](C)[C@H](NC(N)=O)C(=O)OCC(=O)NCc1ccc(Cl)cc1 | 1686 | 1686
CC1=C(C(=O)OC(C)C)C(c2ccccc2)NC(=S)N1C (stereo unspecified) | 1633 | 1790
CC(/C=C/c1ccco1)=N\NC(=O)COc1ccc(C)c(C)c1 | 1556 | 1607
Cc1ccc(C(=O)N/C(=C\c2ccc(-c3ccc(Cl)cc3)o2)C(=O)NCCCN(C)C)cc1 | 1460 | 1985
O=C(NN1CCCCC1)c1cccc2ccccc12 | 1657 | 1902
FC(F)(F)c1ccc(Cl)c(NC(=S)N/N=C/c2ccccc2C(F)(F)F)c1 | 1536 | 1433
O=C1CCCC2=C1C(c1ccc(Cl)cc1)n1c(s/c(=C\c3ccc4ccncc4c3)c1=O)=N2 (stereo unspecified) | 1582 | 1647
CCC(=O)NC(NC(=S)Nc1ccc(S(N)(=O)=O)cc1)C(Cl)(Cl)Cl (stereo unspecified) | 1585 | 1694
COc1ccc(C2C3=C(CCCC3=O)Nc3nc(C(F)(F)F)nn32)cc1OC (stereo unspecified) | 1664 | 1947
CCOC(=O)CNC(c1ccccc1)c1cc(Br)ccc1NC(C)=O (stereo unspecified) | 1610 | 1821
Cc1ccc(CSc2nc3[nH]ncc3c(=O)[nH]2)cc1 | 1578 | 1600
Cc1ccc(NC(=O)C2CCCN2C(=O)NC2CCCCC2)cc1C (stereo unspecified) | 1727 | 1975
Cc1csc(Sc2ccc(C(=O)OCC(=O)Nc3ccc(OC(F)(F)F)cc3)cc2[N+](=O)[O-])n1 | 1510 | 1754
Cc1c(NC(=O)CN2CCN(c3cccc(Cl)c3)CC2)c(=O)n(-c2ccccc2)n1C | 1440 | 1707
COc1ccc(/C=C/C2=NNC(=O)CC2)cc1 | 1705 | 1665

Ordered by heavy-atom count (lowest first): three of the compounds above
compound | SRC3 TRFRET art | SRC1 TRFRET art
CC1=C(C(=O)OC(C)C)C(c2ccccc2)NC(=S)N1C (stereo unspecified) | 1633 | 1790
CCC(=O)NC(NC(=S)Nc1ccc(S(N)(=O)=O)cc1)C(Cl)(Cl)Cl (stereo unspecified) | 1585 | 1694
COc1ccccc1N1CCN(CC(=O)Nc2c(C)n(C)n(-c3ccccc3)c2=O)CC1 | 1529 | 1867

(list continues)
compound | SRC3 TRFRET art | SRC1 TRFRET art
Cc1cc(C)n(-c2ccc(C(=O)OCC(=O)Nc3ccc([N+](=O)[O-])cc3)cc2)n1 | 1605 | 1788
CN(CC1COc2ccccc2O1)C(=O)c1ccc(N(C)C)cc1 (stereo unspecified) | 1477 | 1719
CC(C)C(C(=O)Nc1nccs1)N1C(=O)c2ccccc2C1=O (stereo unspecified) | 1724 | 1627
CC(=O)c1ccccc1Oc1nc(CN2CCOCC2)nc2scc(-c3cccs3)c12 | 1726 | 1520
O=C(O)c1ccc(N2CC3CC(C2)c2cccc(=O)n2C3)c(NC(=S)Nc2ccc(Br)cc2)c1 (stereo unspecified) | 1618 | 1821
O=c1sc2ccccc2c(N2CCN(c3ccccc3)CC2)c1[N+](=O)[O-] | 1606 | 1727
Cc1ccc(OCC(=O)N/N=C\c2cccs2)c([N+](=O)[O-])c1 | 1666 | 1769
Clc1ccc(N2CCN(c3nc4nonc4nc3N3CCSCC3)CC2)nc1 | 1605 | 1592
Cc1onc(-c2ccccc2Cl)c1C(=O)N1CCOC12CCCCC2 | 1661 | 1587
O=C(CSc1cccc2cccnc12)Nc1cccc(S(=O)(=O)N2CCOCC2)c1 | 1565 | 1866
O=C(Nc1nc2ccc(C(=O)N3CCCCC3)cc2s1)C1CCCCC1 | 1447 | 1811
Cc1ccnn1CCC(=O)N1CCCC(CCC(=O)NCc2ccccc2F)C1 (stereo unspecified) | 1826 | 2013
Cn1cccc1/C=N/NC(=O)c1ccc(OC(F)(F)C(F)F)cc1 | 1666 | 1904
NNC(=O)C(Cc1ccccc1)NC(=O)OCc1ccccc1 (stereo unspecified) | 1659 | 1816
Cc1ccc2oc(=O)cc(/C=C/c3ccccc3)c2c1 | 1465 | 1749
CCOC(=O)c1ccccc1NC(=O)Cc1sc(-c2cccnc2)nc1-c1ccc(C)cc1 | 1746 | 1773
COCCOC(=O)c1c(NC(=O)CN2c3ccccc3CC2C)sc(C(N)=O)c1C (stereo unspecified) | 1463 | 1739
CC(=O)NC1=NN(C(C)=O)C(C)(c2ccc(C)cc2)S1 (stereo unspecified) | 1835 | 1951
CC1CCCC(C)N1/N=C/c1ccccc1OC(F)F (stereo unspecified) | 1710 | 2017
C=CCN1C(=O)/C(=C/c2ccc(OC(C)=O)c(OCC)c2[N+](=O)[O-])SC1=S | 1474 | 1702
C=C(C)C1CC=C(C)/C(=N\NC(=O)CCc2ccccc2)C1 (stereo unspecified) | 1579 | 1730
C=CCn1c(SCC(=O)Nc2nnc(CC)s2)nnc1-c1ccco1 | 1479 | 1616
Cc1ccccc1Nc1nnc(SCC(=O)N(C)C2CCS(=O)(=O)C2)s1 (stereo unspecified) | 1606 | 1818
CCOC(=O)Nc1ccc2c(c1)N(C(=O)N(CC)CC)c1ccccc1CC2 | 1677 | 1933
CCc1ccc(N2C(=O)c3cc(N4CCOCC4)c([N+](=O)[O-])cc3C2=O)cc1 | 1564 | 1760

At a glance, part of the list above:
compound | SRC3 TRFRET art | SRC1 TRFRET art
Cc1cc(C)n(-c2ccc(C(=O)OCC(=O)Nc3ccc([N+](=O)[O-])cc3)cc2)n1 | 1605 | 1788
CN(CC1COc2ccccc2O1)C(=O)c1ccc(N(C)C)cc1 (stereo unspecified) | 1477 | 1719
CC(C)C(C(=O)Nc1nccs1)N1C(=O)c2ccccc2C1=O (stereo unspecified) | 1724 | 1627
CC(=O)c1ccccc1Oc1nc(CN2CCOCC2)nc2scc(-c3cccs3)c12 | 1726 | 1520

The main list resumes; the 3 compounds before the break are reprinted first.
compound | SRC3 TRFRET art | SRC1 TRFRET art
Cc1ccccc1Nc1nnc(SCC(=O)N(C)C2CCS(=O)(=O)C2)s1 (stereo unspecified) | 1606 | 1818
CCOC(=O)Nc1ccc2c(c1)N(C(=O)N(CC)CC)c1ccccc1CC2 | 1677 | 1933
CCc1ccc(N2C(=O)c3cc(N4CCOCC4)c([N+](=O)[O-])cc3C2=O)cc1 | 1564 | 1760
O=S1(=O)CC/C(=N\Nc2ccccc2)c2ccsc21 | 1740 | 1639
C/C(=N/NS(=O)(=O)c1ccc(C)cc1)c1ccc(NC(=O)C(F)(F)F)cc1 | 1611 | 1937
CN(C)S(=O)(=O)c1cccc(NC(=O)COC(=O)c2cn(-c3ccccc3)nc2-c2ccccc2)c1 | 1835 | 2021
O=C(/C=C/c1cccc([N+](=O)[O-])c1)N1CCN(c2ccccc2F)CC1 | 1822 | 1899
CCOc1ccc(N2C(=O)c3ccc(C(=O)OCC(=O)N(CC)C4CCS(=O)(=O)C4)cc3C2=O)cc1 (stereo unspecified) | 1581 | 1910
CN1CCCN(C(=O)CNC(=O)Cc2ccccc2)CC1 | 1468 | 1779
Cc1cc(Cl)ccc1OCC(=O)N[C@@H](Cc1ccccc1)c1nc2ccccc2[nH]1 | 1479 | 1783
COCCNC(=O)c1ccc(C)cc1C | 1607 | 1945
CCOc1ccccc1OCCCC(=O)Nc1nc2ccccc2[nH]1 | 1566 | 1706
CC1(C)CC2CC(C)(CN2S(=O)(=O)c2ccc(C(=O)Nc3cc(S(=O)(=O)N4CCOCC4)ccc3Cl)cc2)C1 (stereo unspecified) | 1485 | 1543
Cc1nc(-c2ccccc2)nc(Cl)c1Cl | 1598 | 1760
O=c1[nH]c(/C(Cl)=C/c2cccc(F)c2)nc2cc(C(F)(F)F)ccc12 | 1665 | 1674
CCOC(=O)c1sc(NC(=O)CCN2CCCCCC2)c(C(=O)OCC)c1C | 1760 | 1914
CC(=O)OCC(=O)Nc1ccccc1C | 1635 | 1739
S=C(NCC1CCCO1)Nc1ccc(Cl)c(Cl)c1 (stereo unspecified) | 1721 | 1590
CCO[C@@H]1OC(C(=O)N2CCN(Cc3ccccc3)CC2)=C[C@H](c2csc3ccccc23)[C@H]1CCCO | 1725 | 1653
COc1cccc(NC(=O)COC(=O)c2nc(Cl)ccc2Cl)c1 | 1538 | 1922
O=C(NCc1ccccc1)C(c1ccco1)N(C(=O)c1ccccn1)c1ccc(F)cc1 (stereo unspecified) | 1579 | 1797
COc1ccc(C(C(=O)NC2CCCC2)N(C(=O)c2ccoc2C)c2ccc(C)c(C)c2)cc1 (stereo unspecified) | 1654 | 1853
Cc1nc(C)c(C(=O)Nc2cccc(C)c2C)o1 | 1600 | 1440
CC(Cl)C(=O)c1ccc2c(c1)CCN2C(=O)C1CC1 (stereo unspecified) | 1524 | 1848
CCOc1ccc(NC(=O)CSc2nnc(Cn3c(=O)sc4ccccc43)n2C)cc1 | 1575 | 1874
Cc1ccc(-c2c(C(=O)NNC(=S)NCC3CCCO3)csc2C)cc1 (stereo unspecified) | 1550 | 1894
CCN1CCN(C(=O)/C=C/c2c(F)cccc2Cl)CC1 | 1456 | 1983
Cc1c(Cl)c([N+](=O)[O-])nn1Cc1ccc(C(=O)Nc2ccc(Cl)cn2)o1 | 1597 | 1875
O=C1CCCCCN1Cc1nnc(SCc2nc3ccccc3s2)n1-c1ccccn1 | 1580 | 1901
CC(=O)c1ccccc1NC(=O)COC(=O)c1ccccc1NC(=O)c1ccccc1 | 1603 | 1564
Cc1cccc2[nH]c(SCC(=O)N3CCOCC3)nc12 | 1601 | 1774
CCn1nnnc1NCc1cccn1C | 1695 | 1942
CCN1CCN(C(c2ccc(OC)c(OC)c2)c2nnnn2C(C)(C)C)CC1 (stereo unspecified) | 1643 | 1695
CCc1cccc(CC)c1NC(=O)c1ccccc1 | 1674 | 1834
COC(C(=O)N/N=C(\C)CC(=O)Nc1ccc(Cl)cc1C)c1ccccc1 (stereo unspecified) | 1603 | 1712
COc1ccc(NC(=O)COC(=O)CCCN2C(=O)c3ccccc3C2=O)cc1Cl | 1754 | 1843
CC(C)(C)c1nnc(N/N=C/c2ccccc2)n(N)c1=O | 1495 | 1704
CNS(=O)(=O)c1ccc2c(c1)NC(=O)C1CCCN21 (stereo unspecified) | 1643 | 1884
COc1ccc(C2C(CC(=O)O)=C(Nc3ccccc3)C(=O)N2c2ccccc2)cc1 (stereo unspecified) | 1717 | 1564
CCc1nnc(NC(=O)c2sc3nc4c(cc3c2N)CCCCC4)s1 | 1752 | 1806
Cc1cc(NC(=O)c2ccc(-c3ccccc3F)o2)no1 | 1738 | 1798
Cc1[nH]n(-c2ccccc2)c(=O)c1/C=N\NC(=O)C1COc2ccccc2O1 (stereo unspecified) | 1770 | 1990
CCNc1ccc(C(=O)NN=C2CCCC2)cc1[N+](=O)[O-] | 1650 | 1736
COc1ccc2c(C)cc(SCC(=O)Nc3ccc(Cl)cn3)nc2c1 | 1658 | 1961
CCC(C(=O)OC)(C(=O)OC)c1ccc([N+](=O)[O-])cc1 | 1615 | 1903
COCCn1nnnc1C(C(C)C)N(Cc1ccccc1)Cc1cc2cc(OC)ccc2[nH]c1=O (stereo unspecified) | 1402 | 1746
CCOC(=O)C1CCN(C(=O)c2ccc3c(SCC(=O)O)c4c(nc3c2)CCCC4)CC1 | 1761 | 1950
Cc1cc(OCC(=O)NC(C)C)cc(C)c1Br | 1767 | 1948
Cn1c(CNC(=O)c2ccccc2F)nnc1SCc1nc2ccccc2c(=O)[nH]1 | 1558 | 1481
O=C(NCC1(N2CCCCC2)CCCCC1)C1CC(=O)N(c2ccc3c(c2)OCCO3)C1 (stereo unspecified) | 1570 | 1645
Cc1ccc(NC(=O)/C=C\C(=O)NCC(=O)O)cc1 | 1546 | 1612
CCc1cc(C(=O)N2CCCC(CNC(=O)c3ccc(-c4ccccc4)cc3)C2)no1 (stereo unspecified) | 1549 | 1818
Cn1nnnc1SCC(=O)NNC(=O)c1ccc(F)cc1 | 1595 | 1673

(next part)
compound | SRC3 TRFRET art | SRC1 TRFRET art
CCn1c(O)c(C=C2N=c3ccccc3=N2)sc1=S | 1436 | 1838
Cc1onc(-c2ccccc2Cl)c1C(=O)Nc1nc2ccc(S(C)(=O)=O)cc2s1 | 1460 | 1826
O=C(C1=C[C@@H](c2ccc(Br)cc2)C[C@@H](OCc2ccc(CO)cc2)O1)N1CCOCC1 | 1486 | 1653
CCC(CC)NC(=O)c1cccc(Br)c1 | 1582 | 1883
COCCNc1ccc([N+](=O)[O-])cc1C(=O)Nc1cccc(C)n1 | 1481 | 1857
Cc1cc(C)cc(Oc2ccccc2CO)c1 | 1454 | 1644
O=C(c1nc2ccccn2c1CN1CCCC(c2nc3ccccc3o2)C1)N1CCCC1 (stereo unspecified) | 1623 | 1881
CCN(CC)c1ccc(C=Nc2cc(C)ccc2C)c(O)c1 | 1646 | 2287
C=C(C)C1CC=C(C)/C(=N/NC(=S)Nc2ccccc2)C1 (stereo unspecified) | 1539 | 1933
O=C(O)C1Cc2[nH]cnc2C(c2ccccc2O)N1 (stereo unspecified) | 1532 | 1857
CC(=O)Nc1ccc(S(=O)(=O)NCCc2ccccn2)cc1 | 1739 | 1702
